Screens: PubChem, National Center for Advancing Translational Sciences (NCATS)
Mito fusion act – qHTS Assay for Small Molecule Inhibitors of Mitochondrial Division or Activators of Mitochondrial Fusion. Potency, µM (doses to about 46.1 µM), for inactives: at the highest dose growth rescue (activation), most hits filed as activators. AID 485298, 2010. S. cerevisiae fusion-defective mutant growth rescue, CellTiterGlo 48 h. 320,000 compounds, 0.23% hits;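 note: potency is the fitted concentration of half-maximal effect; % of control where 0% means no effect; nearly all actives have a fitted effect of over 45% in size; temperature-sensitive fusion mutants such as fzo1-1 at 37 °C on non-fermentable ethanol glycerol medium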
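Read-out: ATP-based luminescence (CellTiterGlo, 10 min ambient) reporting growth of fusion-defective ts yeast after 48 hours at 37C on glycerol/ethanol YPEG medium in the presence of compound.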
Eya2 phos inh – qHTS Assay for Inhibitors of the Phosphatase Activity of Eya2. Potency, µM (titrated, usually from 76.9 µM), for inactives: at the highest dose activity, negative = inhibition, hits mostly inhibitors. 330,000 compounds, 0.006% hits. AID 488837, 2010. Protein phosphatase EYA2 (Homo sapiens), O00167. recombinant Eya2, OMFP fluorescence dephosphorylation (OMFP is methylfluorescein phosphate); note: potency is the fitted concentration of half-maximal effect; % is set by controls: 0 for no effect and ±100 for the full control effect
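Eya2 protein (added as 0.2 uM solution) was preincubated with compound for 10 min at ambient temperature in 50 mM HEPES pH 7.5, 50 mM NaCl, 5 uM MgCl2, 0.05% BSA, 1 mM DTT. OMFP (added at 50 uM) then reacted 10 min; fluorescence read at 485/525 nm.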
USP2a block – qHTS Assay for Inhibitors of Ubiquitin-specific Protease USP2a Using CHOP2 as the Reporter. 330,000 compounds, 0.01% hits. Ubiquitin carboxyl-terminal hydrolase 2 (Homo sapiens), O75604. USP2 core, Ub-CHOP2 coupled fluorogenic reporter, 485/531. AID 463254, 2010. Potency, µM (titrated, usually from 38.3 µM), inactives show at the top dose activity change, negative = inhibition, hits mostly inhibitors;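 note: potency is the fitted concentration of half-maximal effect; plate controls were DMSO wells for no effect and full inhibition by NEM control for full effect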
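Deubiquitinase activity read as fluorescence (485/531 nm) after Ub-CHOP2 cleavage activates the enterokinase reporter on its substrate; USP2 core 10nM, Ub-CHOP2 and substrate 25nM each, 30min compound preincubation then 60min RT; data normalized to NEM, curves fitted.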
TSHR antagonist – Antagonists of the Thyroid Stimulating Hormone Receptor: HTS campaign; Thyrotropin receptor (Homo sapiens), P16473; TSHR-expressing cells, TSH-stimulated cAMP HTRF, 2 h; hits give low values; activity change, negative = inhibition, % at 11.5 µM; 330,000 compounds, 0.2% hits; AID 504810, 2011;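 active = activity change below a set negative limit, meaning inhibition stronger than a set level, cut at about -70% in these data; inconclusive = activity change between two set negative limits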; note: % is set by controls: 0 for no effect and ±100 for the full control effect
Target sequence (P16473 whole entry, looked up): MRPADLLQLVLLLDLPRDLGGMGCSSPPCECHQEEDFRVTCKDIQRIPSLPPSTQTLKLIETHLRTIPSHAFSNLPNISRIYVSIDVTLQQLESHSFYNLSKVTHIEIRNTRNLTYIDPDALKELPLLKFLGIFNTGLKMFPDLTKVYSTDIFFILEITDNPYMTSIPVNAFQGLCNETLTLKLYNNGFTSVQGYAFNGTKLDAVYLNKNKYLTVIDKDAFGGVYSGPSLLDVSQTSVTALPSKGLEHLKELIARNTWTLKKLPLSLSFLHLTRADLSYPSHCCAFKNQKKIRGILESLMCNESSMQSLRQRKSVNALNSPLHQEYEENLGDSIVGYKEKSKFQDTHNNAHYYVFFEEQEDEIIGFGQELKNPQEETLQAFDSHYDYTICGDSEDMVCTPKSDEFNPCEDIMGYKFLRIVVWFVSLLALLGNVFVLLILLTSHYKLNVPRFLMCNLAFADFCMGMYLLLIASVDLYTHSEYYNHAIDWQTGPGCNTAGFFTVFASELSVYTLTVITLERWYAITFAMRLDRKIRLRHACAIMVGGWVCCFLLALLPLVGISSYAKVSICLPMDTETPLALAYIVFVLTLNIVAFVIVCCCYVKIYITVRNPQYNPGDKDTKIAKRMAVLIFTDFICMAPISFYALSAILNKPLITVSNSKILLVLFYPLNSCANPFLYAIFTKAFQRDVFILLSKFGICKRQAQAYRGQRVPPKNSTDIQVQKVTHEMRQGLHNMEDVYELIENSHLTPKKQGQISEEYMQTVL
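Inhibition of cAMP made by TSHR-expressing cells under TSH stimulation (4nM final, EC80; 2 h, 37 deg C) is quantified with a one-step lysis HTRF kit, anti-cAMP cryptate versus cAMP-d2.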
Menin MLL FP TR – qHTS Assay for Inhibitors Targeting the Menin-MLL Interaction in MLL Related Leukemias: Competition With Texas Red Labeled MLL-derived Mutant Peptide; Potency, µM (highest dose often 61.6 µM), for inactives: top-dose FP activity change, negative = inhibition, hits mostly inhibitors; Menin + Texas Red MLL mutant peptide, fluorescence polarization; 270,000 compounds, 0.23% hits; O00255; active = well fitted inhibition curve with a large enough effect in the polarisation, with a control signal flat, not every such curve was filed as active; inconclusive = small, poorly fitted or top-dose-only effect, or effect the other way, or a change in a side signal; inactive = no such curve, though single readings can be large or run the other way; the % refers to the polarisation; note: potency is the fitted concentration of half-maximal effect; % of control where 0% means no effect; many of its hits are not listed in these tables
GALK inh – qHTS Assay for Inhibitors of Human Galactokinase (GALK); Purified GALK, Kinase-Glo residual ATP luminescence; Potency, µM (doses to about 57.5 µM), without a hit: top-dose activity change, negative = inhibition, actives largely listed as inhibitors; P51570; AID 1868, 2009; 270,000 compounds, 0.007% hits; note: potency is the fitted concentration of half-maximal effect; % is set by controls: 0 for no effect and ±100 for the full control effect
Target sequence (P51570 whole entry, looked up): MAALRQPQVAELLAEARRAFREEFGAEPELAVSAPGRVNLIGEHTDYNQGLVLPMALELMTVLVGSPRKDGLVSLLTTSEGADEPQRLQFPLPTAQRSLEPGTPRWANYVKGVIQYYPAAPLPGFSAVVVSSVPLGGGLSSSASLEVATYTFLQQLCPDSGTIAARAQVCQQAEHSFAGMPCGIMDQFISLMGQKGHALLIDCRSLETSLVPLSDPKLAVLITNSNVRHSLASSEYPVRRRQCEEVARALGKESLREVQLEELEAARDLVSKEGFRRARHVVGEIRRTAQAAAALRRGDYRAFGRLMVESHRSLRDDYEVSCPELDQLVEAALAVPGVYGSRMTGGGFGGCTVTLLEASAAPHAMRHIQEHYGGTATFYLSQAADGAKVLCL
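Galactose (100 uM) and ATP (35 uM) were turned over by 5 nM GALK for 1 h at RT. Kinase-Glo Plus then converted the remaining ATP into a luminescent signal.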
MBNL1-CUG inh – qHTS Assay for Inhibitors of MBNL1-poly(CUG) RNA binding; Muscleblind-like protein 1 (Homo sapiens), Q9NR56; TR-FRET MBNL1-His/biotin-(CUG)12 binding, 665/545 ratio; Potency, µM (series often up to 57.5 µM), inactives show at the top dose activity change, negative = inhibition, most hits filed as inhibitors; 280,000 compounds, 0.036% hits; AID 2675, 2010; active = well fitted inhibition curve with a large enough effect in the signal ratio, with a control signal flat, not every such curve was filed as active; inconclusive = small, poorly fitted or top-dose-only effect, or effect the other way, or a change in a side signal; inactive = no such curve, though single readings can be large or run the other way; the % refers to the signal ratio; note: potency is the fitted concentration of half-maximal effect; % is set by controls: 0 for no effect and ±100 for the full control effect
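Compound titration spanned 92 nM–58 uM against the MBNL1-His/biotin-(CUG)12 complex. After 60 min at room temperature with 5 nM streptavidin-XL665 and 0.055 ng/ul terbium anti-His, ratiometric 665/545 nm emission (Ex 340 nm) normalized to controls.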
KCNH2 WT inh – qHTS for Inhibitors of KCHN2 3.1: Wildtype qHTS | U2OS, BacMam KCNH2, thallium flux FluxOr; hits give low values | AID 720551, 2013 | activity change, % at 1.84 µM | 340,000 compounds, 0.37% hits;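 active = maximum activity change below -70%; inconclusive = maximum activity change between -70% and -50%; inactive = maximum activity change above -50%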; note: % is set by controls: 0 for no effect and ±100 for the full control effect
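U2OS cells transduced with wild-type KCNH2 virus are loaded with FluxOr dye for 45 min, and thallium flux is measured in kinetic reads before and after stimulation buffer. Rate constants are normalized to DMSO controls.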
S-ASM inh – Inhibitors of Secretory Acid Sphingomyelinase (S-ASM): qHTS; placental ASM, HMU-PC fluorogenic substrate, 60 min; Potency, µM (titrated, usually from 57.5 µM), without a hit: at the highest dose activity change, negative = inhibition, actives largely listed as inhibitors; 340,000 compounds, 0.006% hits; AID 504937, 2011; note: potency is the fitted concentration of half-maximal effect
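Steps: dispense placental human ASM, pin compound, wait 10 min at room temperature, add HMU-PC0 substrate at 9 uM final, incubate 60 min at 37 °C, add stop solution raising pH to 10, read fluorescence.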
PKM2 act – qHTS Assay for Activators of Human Muscle isoform 2 Pyruvate Kinase; Pyruvate kinase PKM (Homo sapiens), P14618; purified PKM2, Kinase-Glo ATP luminescence, activation; response scale: 0% is enzyme alone, no compound; Potency, µM (titrated, usually from 57.5 µM), for the others: at the top dose activation, usual class: activators; 260,000 compounds, 0.34% hits; note: potency is the fitted concentration of half-maximal effect; % is set by controls: 0 for no effect and ±100 for the full control effect; nearly all actives have a fitted effect of over 55% in size
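Purified hPK-M2 (>95%) run at intermediate activity with 0.1 mM ADP and 0.5 mM PEP in 50 mM imidazole pH 7.2, KCl, MgCl2; 1 h room temperature. ATP formed read by Kinase-Glo luminescence; normalized to uninhibited and no-enzyme controls.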
Chronic BCR inh – qHTS Assay to Find Inhibitors of Chronic Active B-Cell Receptor Signaling | ABC-DLBCL IkBa-CBG/CBR reporter, luminescence ratio, 4 h | Potency, µM (titrated, usually from 46.1 µM), for inactives: at the highest dose ratio change, negative = lower green/red ratio, usual class: inhibitors | 340,000 compounds, 0.05% hits; active = well fitted inhibition curve with a large enough effect in the signal ratio, with a control signal flat, not every such curve was filed as active; inconclusive = small, poorly fitted or top-dose-only effect, or effect the other way, or a change in a side signal; the % refers to the signal ratio;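 note: potency is the fitted concentration of half-maximal effect; plate controls were basal doxycycline-induced cells for no effect and cells given 10 µM MG132 for full effect; MG132 reads +100%, hits lower the ratio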
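Doxycycline induced both beetle luciferases in TMD8 lymphoma cells; IKK-driven degradation limits the IkappaBalpha-fused green signal, while red luminescence normalises for cell number and nonspecific effects. Compounds tested up to 46 uM, 4 hrs.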
Numbers without * were called inactive; i = inactive; u = inconclusive; x = no result given; [ ] = dose if it differs, or a comment. Unless noted, calls come from the whole dose curve; as a rule, active = well fitted curve in the direction sought with a large enough effect; inconclusive = small, poorly fitted or top-dose-only effect, or another doubt; inactive = no such curve, though single readings can be large; an effect the other way counts as inactive or inconclusive. The list is partial; the hit share may differ from the screen's.

SMILES | Mito fusion act | Eya2 phos inh | USP2a block | TSHR antagonist | Menin MLL FP TR | GALK inh | MBNL1-CUG inh | KCNH2 WT inh | S-ASM inh | PKM2 act | Chronic BCR inh
O=C(NCCC1CCCCN1S(=O)(=O)c1ccccc1)C(=O)NCc1cccnc1 (configuration not stated) | -1% | 11% | 3% | 1 | x | x | x | -9 | 0% | x | -2%
CCOc1ccc(Nc2ncnc3c2cnn3-c2ccccc2)cc1 | -1% | 2% | 1% | -3 | 24% | 1% | 0% | 3 | 2% | -1% | 8%
COc1ccc(CNc2ccc3c(c2)CCC3)cc1Br | 1% | 5% | 2% | -3 | 4% | -4% | -1% | -5 | 6% | 1% | 0%
Nc1ccn(Cc2ccccc2F)n1 | -8% | -8% | 0% | -72* | u | -1% | -20% | 9 | -4% | 4% | 5%
O=[N+]([O-])c1ccc(Cl)c(S(=O)(=O)Nc2ccc3cn[nH]c3c2)c1 | x | 10% | 0% | -18 | x | x | x | -2 | 2% | x | -4%
O=c1[nH]cc(-c2ccc(Br)cc2)n1Cc1ccccc1 | 2% | -5% | 0% | -13 | -23% | -1% | 3% | 9 | -19% | x | -17%
O=C(Nc1ccccn1)C(=O)Nc1ccccn1 | 1% | -13% | -2% | -4 | x | 8% | -6% | -12 | 1% | -40% | u
O=C(Nn1c(Cc2ccccc2)nc2ccccc2c1=O)c1c(O)c2cccc3c2n(c1=O)CCC3 | 3% | 1% | 0% | 3 | u | -2% | -8% | -5 | -2% | 1% | -13%
NC(=O)CN(N=Nc1cccc([N+](=O)[O-])c1)c1cccc([N+](=O)[O-])c1 | 5% | 2% | 0% | -4 | u | -2% | u | 0 | -2% | -4% | u
COc1cc(/C=N/n2cnnc2)ccc1OCc1ccc(C)cc1 | 7% | -10% | 0% | 22 | -11% | -2% | 13% | 8 | -10% | -23% | u
CC(C)NC(=O)c1ccc2c(c1)N(CC(=O)Nc1ccccc1F)C(=O)C(C)(C)O2 | 1% | 3% | 2% | -6 | -1% | 3% | -3% | -5 | 3% | -2%[11.5 µM] | -6%
S=C(NCc1ccco1)Nc1ccc(Cl)cc1Cl | -2% | -5% | 2% | -3 | 5% | 1% | -15% | -5 | -1% | -4% | 0%
COc1ccc(C(=O)NC2CCN(CC(=O)NCc3ccccc3)CC2)cc1 | -7% | 8% | 1% | -1 | x | -2% | -5% | 13 | -2% | x | -2%
COc1ccc(/C=C/C(=O)Nc2cccc(S(=O)(=O)N3CCOCC3)c2)cc1OC | -12% | 4% | 1% | 3 | x | x | x | 2 | 1% | x | -5%
Cc1nn(CC(=O)Nc2nnc(C(C)C)s2)c(=O)c2ccccc12 | -1% | 0% | 4% | 6 | 11% | 4% | -4% | 26 | 0% | 1% | u
CCc1ccc(CN(C)C(=O)C2CCC(=O)N(CCCN3CCCC3=O)C2)cc1 (configuration not stated) | 0% | -20% | -1% | 32 | -20% | -2% | 6% | 13 | 2% | -1% | -2%
O=C(COC(=O)c1ccccc1[N+](=O)[O-])Nc1nnc(-c2ccccc2)o1 | 0% | 10% | 2% | -9 | x | x | x | 1 | -1% | x | -10%
O=C(CSc1nnc(Cc2ccccc2)o1)N1CCCC1 | 6% | 6% | 1% | 13 | -1% | -2% | 1% | 0 | 1% | 7% | 9%
C/C(=N\NC(=O)C(C)Nc1cccc(Cl)c1)c1ccc([N+](=O)[O-])cc1 (configuration not stated) | u | -3% | 3% | -11 | 11% | x | u | -1 | -2% | -3% | -2%
O=C(COc1ccc(Br)cc1)OCCN1CCCCC1 | -1% | 0% | 2% | 9 | 8% | -3% | -6% | 5 | 3% | 1%[11.5 µM] | -2%
S=c1[nH]ncn2c1cc1oc3ccccc3c12 | -8% | 10% | 3% | 9 | 6% | 13% | 63%[activator] | 3 | 0% | -22% | u
CCS(=O)(=O)NCC(c1cccnc1)N1CCN(c2ccc(F)cc2)CC1 (configuration not stated) | 1% | 1% | 3% | 5 | 4% | 6% | -11% | 3 | -1% | -4% | 9%
CC(=O)Nc1ccc(NC(=O)C(C)OC(=O)c2oc3ccccc3c2C)cc1 (configuration not stated) | 2% | -8% | 0% | x | x | x | x | -6 | -1% | x | 7%
O=C(Nc1ccc2[nH]c(=O)[nH]c2c1)c1ccc([N+](=O)[O-])o1 | -2% | -4% | 0% | 20 | x | x | x | 4 | -1% | x | -2%
Cc1cc(C(=O)N2CCOCC2)n(-c2ccccc2)n1 | -3% | -6% | 4% | -19 | -7%[11.7 µM] | 2% | -25% | -5 | -2% | 2% | 1%
COc1cc(/C=N/NC(=O)c2ccncc2)ccc1OC(=O)c1cccc(Br)c1 | -13% | 5% | -2% | -6 | x | 3% | 3% | -4 | -20% | x | -3%
COc1ccc(NC(=O)/C(Cl)=C(/Cl)S(=O)Cc2ccccc2Cl)cn1 (configuration not stated) | -2% | -7% | -1% | u | 3% | -1% | x | -1 | -1% | u | u
COc1ccc(NS(=O)(=O)c2ccc(O)c(NS(=O)(=O)c3ccc(NC(C)=O)cc3)c2)cc1 | x | -30% | 3% | x | x | x | x | 6 | 3% | x | 0%
Cc1nc2sccn2c(=O)c1Cl | 1% | 6% | -2% | -9 | 3% | -1% | 2% | -12 | 2% | 1% | 2%
COc1ccc(NC(=O)COc2cccc(-n3cnnn3)c2)cc1Cl | -1% | -9% | 1% | 4 | x | x | x | -2 | -5% | x | 0%
CC(C)CN(CCC(=O)O)CC(C)C | 1% | 32% | 0% | 20 | 0% | 0% | 0% | -1 | 5% | -2% | 10%
CCC(C)SCC(=O)Nc1ccc(S(=O)(=O)N2CCOCC2)cc1OC (configuration not stated) | -2% | -4% | 5% | 2 | x | 2% | -1% | 24 | 2% | -2% | -25%
CCOC(=O)C1=C(C)NC2=C(C(=O)CCC2)C1c1cccs1 (configuration not stated) | -9% | 2% | 5% | 6 | 12% | 0% | -2% | -2 | 93%[activator] | 7% | 3%
COc1ccc(N(CC(=O)NC(C)C)S(=O)(=O)c2ccc(NC(C)=O)cc2)cc1 | 1% | -1% | 1% | 11 | -6% | 1% | 1% | -12 | 4% | 1% | -26%
COc1ccc(C)cc1S(=O)(=O)Nc1cccc(SC)c1 | 0% | -4% | -1% | -10 | 38%[activator] | -3% | 3% | 3 | -1% | 20% | 1%
Cc1ccc(NC(=O)c2cc(S(=O)(=O)NCCc3ccccc3)ccc2F)cc1Cl | 8% | -8% | -7% | -5 | 5% | 0% | -6% | -4 | u | -7% | u
Clc1cccc(OCCN2CCN(CCOc3cccc(Cl)c3)CC2)c1 | -4% | -5% | 1% | 0 | -9% | -3% | -4% | i | -4% | -4% | -11%
CCNC(=O)CCSc1nc(C)cc(C)n1 | 30% | 21% | 0% | 11 | -3% | 1% | x | -9 | 1% | -1% | 2%
O=c1c(S(=O)(=O)c2ccc(Cl)cc2)cn(Cc2ccccc2)c2ccc(F)cc12 | 5% | 1% | 0% | 3 | -4% | 1% | x | -9 | -2% | 4% | -1%
C/C(=N\NC(=O)C(=O)Nc1cccc(Cl)c1)c1ccncc1 | 4% | 0% | 1% | 6 | -17% | 1% | x | -7 | 3% | -1% | 5%
Cc1noc(C)c1COC(=O)CCC(=O)c1ccc(F)cc1 | 2% | 1% | 1% | -16 | 0% | 0% | 0% | -4 | 4% | 4% | -1%
